Bioassay records: PubChem, several laboratories
bCat nuc transl = modulators of beta-catenin nuclear translocation; HeLa beta-catenin nuclear translocation, immunofluorescence imaging; 190,000 compounds, 0.3% hits; AID 1665; nuclear translocation activity, % at 5 µM;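 active = nuclear translocation activity above 50% at 5 µM, with a well cell count of 50 or more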;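 also: per-cell ratio of nuclear to cytoplasmic median beta-catenin stain intensity; plate controls were DMSO negative control for no effect and GSK-3 inhibitor IX positive control for full effect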
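Read-out: Nuclear/cytoplasmic beta-catenin signal ratio, % activation | Assay system: Human HeLa cell line | Times: 24 h compound exposure at 37°C, 5% CO2 | Signal: Fluorescence imaging of beta-catenin antibody stain plus DAPI | Dosing: 5 µM primary, 0.02–20 µM confirmation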
Yfh1-depleted yeast = enhancers of respiration in Yfh1-depleted yeast, dose response, Friedreich's ataxia, plus single-dose screen (AID 1465). 220,000 compounds, 0.074% hits. one-dose fold induction at 50 µM; EC50 in µM for titrated hits. S. cerevisiae Yfh1-off respiration, WST-1 reduction, 72 h; higher fold induction means a stronger effect;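 active = fold induction of absorbance versus untreated yeast above a set limit, then at least 30% activation at any dose in follow-up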;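 also: activators that raise dye reduction in frataxin-depleted yeast; strong numbers were not always called active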
PMI inhibition = human PMI inhibitors, high substrate, primary screen, biochemical, fluorescence intensity, high mannose 6-phosphate (AID 1220). recombinant PMI enzyme, coupled fluorescence intensity; higher % means a stronger effect. inhibition, % at 20 µM, or IC50 in µM where a hit was titrated. 190,000 compounds, 0.66% hits
human PMI inhibition = inhibitors of human PMI, primary screen, biochemical, fluorescence intensity, coupled assay (AID 1209); purified PMI enzyme, coupled fluorescence intensity; higher % means a stronger effect; inhibition, % at 20 µM; hits with a dose series show IC50 in µM; 190,000 compounds, 0.42% hits;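 also: plate controls were DMSO vehicle for no effect and wells lacking substrate for full effect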
Dynein transport = dynein cargo transport inhibition. 3617.4 mouse cells, GR-EGFP nuclear translocation imaging; test concentration mostly 20 µM; stimulated with dexamethasone, 1 µM; active compounds read low. z-score, hits read low. 220,000 compounds, 0.47% hits;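 active = plate z-score of nuclear minus cytoplasmic receptor signal below a set negative limit, without overly bright fluorescence or cell loss, cut at about -3.5 in these data, passing the limit was not always enough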;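 also: z-score of nuclear minus cytoplasmic ring GR-EGFP intensity difference per well; some compounds called inactive have numbers as strong as hits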
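Buffer or medium: tetracycline-free induction medium containing charcoal-stripped FBS / Reagent: dexamethasone agonist, 1.0 µM final, for 30 min / Technique: automated 10x imaging of fixed Hoechst-stained cells / Times: induction 48 h, compound 1 h, agonist 30 min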
WT yeast gro inh = growth inhibition of WT yeast, mitochondrial fusion screen | mitochondrial fusion phenotypic screen, WT strain | inhibition, % at 10 µM | 190,000 compounds, 2.1% hits | AID 1362; in the data active = inhibition above about 58%; tested in S. cerevisiae
Autophagy HCS = alters autophagy in cells. MEF GFP-LC3 puncta imaging; test concentration mostly 10 µM. calls only at 10 µM (by protocol). 190,000 compounds, 0.98% hits;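 active = percentage of spot-positive cells more than 3 SD above its plate mean, without a fluorescence outlier flag or 80% toxicity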;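 also: spot-positive cell cutoff set from DMSO-treated cells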
Ins promoter up = MIN6 insulin promoter up-regulation. MIN6 insulin promoter-GFP reporter, high-content imaging; active compounds read high. 190,000 compounds, 0.3% hits. z-score at 5 µM. AID 1625;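 active = z-score above 3 at 5 µM with at least 500 cells counted in the well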
MT stabilize HCS = stabilizes microtubules in HeLa cells | % tubulin-high responders, % at 10 µM | AID 2205 | 200,000 compounds, 0.83% hits | HeLa tubulin immunostaining HCS, 24 h; share of cells brighter than vehicle mean+2SD;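 active = plate Z-score above 3 for both tubulin-high and condensed-nucleus cell shares, with cell loss under 80%, at 10 µM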;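 also: anti alpha tubulin signal scored within the nucleus-defined area of each cell; some results filed as inactive read as strong as hits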
WT yeast gro inh mutant strain = also measured in WT yeast gro inh; calls as there; inhibition, %; mitochondrial fusion phenotypic screen, mutant strain inhibition
Dynein transport cytoplasmic EGFP = recorded beside Dynein transport, whose call it bears; z-score; measured here: cytoplasmic GR-EGFP intensity; active compounds read high
Dynein transport nuclear GR-EGFP = also measured in Dynein transport; calls as there; z-score; measured here: nuclear GR-EGFP intensity;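 lower value marks the stronger effect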
Dynein transport cell count = also measured in Dynein transport; calls as there; z-score; measured here: cell count per field
Ins promoter up cell count = second read-out of Ins promoter up, no call of its own (marks repeat the call); cell count; measured here: cytotoxicity, nuclei count;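 total cells summed across four imaged fields per well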
bCat nuc transl cell count 5 µM = second read-out of bCat nuc transl, no call of its own (marks repeat the call); cell count; measured here: cell count, cytotoxicity flag
MT stabilize HCS Hoechst-high % = further read-out of MT stabilize HCS, marked with its call; % Hoechst-high responders; measured here: nuclear condensation Hoechst responders;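 share of cells brighter than vehicle mean plus two SD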
MT stabilize HCS cytotoxicity % = recorded beside MT stabilize HCS, whose call it bears; toxicity, %; measured here: cytotoxicity by cell density;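 0% = mean cell density of plate MIN control wells and 100% = no cells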
Autophagy HCS cell loss 18 h = further read-out of Autophagy HCS, marked with its call; toxicity, %; measured here: cell loss, nuclei count;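 cell loss after 18 h compound exposure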
* marks the source's active call; other numbers are inactive results; i = inactive; . = no result given. Rule as the data show it, unless noted: active = inhibition above about 50%; inactive = the rest.

SMILES | bCat nuc transl | bCat nuc transl cell count 5 µM | Yfh1-depleted yeast | PMI inhibition | human PMI inhibition | Dynein transport | Dynein transport cytoplasmic EGFP | Dynein transport nuclear GR-EGFP | Dynein transport cell count | WT yeast gro inh | WT yeast gro inh mutant strain | Autophagy HCS | Autophagy HCS cell loss 18 h | Ins promoter up | Ins promoter up cell count | MT stabilize HCS | MT stabilize HCS Hoechst-high % | MT stabilize HCS cytotoxicity %
O=C(NC(=S)Nc1nc2c(s1)CCCC2)c1ccc(C(=O)c2ccccc2)cc1 | . | . | i | 8.3% | 5.1% | -0.742 | -0.154 | 0.149 | -0.109 | 6.4 | 22.3 | i | -7.2 | 2.08 | 1253 | 4.7 | 5.3 | 2.4
COC(=O)c1cc(NC(=O)c2c(Cl)cnn2C)cc(C(=O)OC)c1 | 0.3 | 1009 | i | 2.7% | -2.7% | -0.279 | -0.181 | 0.185 | 0.656 | 13.1 | 8.9 | i | -12.2 | 0.04 | 1349 | 1.6 | 1.6 | 9.2
COc1ccc(C(=O)NNC(=O)c2cnccn2)cc1[N+](=O)[O-] | . | . | i | 35.6% | 30.7% | -0.307 | 0.281 | -0.0503 | 0.192 | -5.0 | 5.9 | i | 3.6 | -0.16 | 747 | 1.8 | 1.6 | 3.1
CC1(C)Cc2c(sc3c2c(=N)n(Cc2ccco2)c(=O)n3Cc2ccc(Cl)cc2)CO1 | -1.2 | 979 | i | 9.7% | 5.9% | 1.38 | -0.1 | 0.829 | -0.152 | 38.2 | 14.3 | i | 24.2 | -1.19 | 1151 | 11.7 | 3.2 | 14.1
COc1ccc(Br)cc1/C=N/NC(=O)c1cc(OC)c(OC)c(OC)c1 | . | . | i | 27.0% | 17.7% | -1.01 | -0.347 | -0.919 | 1.51 | -11.4 | -9.9 | i | -2.7 | 0.74 | 1204 | 10.1 | 15.2 | 22.5
COC(=O)c1cccc(NC(=O)c2ccc(OC)c(Cl)c2)c1 | -7.2 | 1117 | i | -2.2% | -0.6% | -0.98 | -0.346 | 0.088 | 1.14 | 7.2 | 15.9 | i | 4.7 | 0.17 | 1675 | 5.0 | 2.1 | 4.6
COc1cccc(CNC(=O)C2CCCN(S(C)(=O)=O)C2)c1 (stereo unspecified) | . | . | i | 13.7% | 13.4% | -0.597 | -0.238 | 0.0549 | 0.511 | 5.1 | 15.3 | i | 10.4 | 0.26 | 1270 | 8.2 | 2.5 | 5.7
CCOc1ccccc1NC(=O)C1CCCCN1S(=O)(=O)c1ccc(F)cc1 (stereo unspecified) | 2.1 | 1001 | i | 4.1% | 13.5% | -0.764 | 0.168 | -0.0314 | 0.0755 | 22.7 | 24.3 | i | 29.4 | 1.26 | 918 | 1.7 | 0.8 | 7.3
OCC(CO)(CO)n1cnnn1 | -1.7 | 1154 | i | 3.5% | 7.5% | -0.931 | -0.215 | -0.18 | 0.705 | -8.0 | -11.6 | . | . | 0.68 | 824 | 2.5 | 2.0 | 2.0
COc1ccc(NC(=O)c2ccco2)cc1NC(=O)c1cc2ccccc2o1 | 0.6 | 1140 | i | 11.7% | -5.2% | -0.839 | -0.157 | 0.0184 | 0.803 | 4.2 | -6.7 | i | -0.8 | -0.38 | 1126 | 3.3 | 2.6 | 5.8
O=C(Nc1ccc2c(c1)OCO2)C1CC(=O)N(CCc2ccccc2)C1 (stereo unspecified) | -1.9 | 1071 | i | 5.7% | -8.9% | -0.47 | -0.24 | -0.462 | 1.04 | -5.4 | 5.2 | i | 3.3 | 0.45 | 1248 | 0.3 | 1.3 | 7.2
O=C(NC1CCCCC1)c1ccc(CN2CCOCC2)cc1 | -1.8 | 1171 | i | -2.6% | 5.3% | 2.32 | -0.446 | 1.02 | 0.474 | 7.7 | 1.6 | i | -0.2 | 0.2 | 962 | 1.6 | 2.0 | 10.4
COC(=O)CC(NC(=O)c1ccc(C)cc1)c1ccc2c(c1)OCO2 (stereo unspecified) | -5.2 | 1134 | i | -0.1% | 6.2% | -0.38 | 0.0603 | 0.114 | -0.199 | 3.1 | 1.3 | i | -11.1 | . | . | 0.9 | 2.1 | 8.2
CCSc1nc(C(F)(F)F)cc(=O)n1-c1ccccc1 | . | . | i | -9.6% | 3.4% | -0.129 | -0.204 | -0.36 | 0.307 | -6.7 | 5.6 | i | -5.5 | . | . | 2.0 | 1.3 | 8.4
Cc1ccc(-c2ccc(SCC(=O)Nc3nonc3C)nn2)cc1 | 1.1 | 1092 | i | 12.6% | 18.2% | -0.542 | -0.258 | -0.0118 | 1 | -3.6 | -25.5 | i | 8.7 | -0.08 | 1277 | 3.0 | 3.2 | 6.9
Cc1ccc(/C=C2\SC(=S)N(CCC(=O)NNS(=O)(=O)c3ccc(C)cc3)C2=O)cc1 | 2.2 | 1004 | i | 0.9% | 6.1% | -0.566 | -0.259 | -0.652 | 0.897 | -5.6 | -15.4 | i | -5.8 | 0.02 | 1300 | 1.2 | 1.8 | 5.4
COc1ccc(-n2cc(-c3ccc(OC)c(OC)c3)[nH]c2=S)cc1 | -0.6 | 1074 | i | 5.7% | -0.4% | 0.689 | -0.131 | 0.819 | -1.11 | 5.6 | -6.6 | i | 2.2 | 0.35 | 1231 | 1.3 | 1.5 | 7.2
CCCN(CCC)c1nc2ccccc2nc1C(C#N)C(=O)OC(C)COC (stereo unspecified) | . | . | i | . | . | 0.412 | -0.322 | 0.0222 | -0.137 | 68.1* | 30.9* | i | 34.9 | . | . | 3.1 | 3.4 | 14.4
O=C(C1CC1)N1CCc2cc(S(=O)(=O)NCC3COc4ccccc4O3)ccc21 (stereo unspecified) | 0.3 | 1354 | . | 1.4% | 5.7% | -0.635 | -0.37 | -0.487 | 0.659 | -13.2 | -23.4 | i | -46.0 | -0.2 | 1680 | 2.0 | 2.1 | 13.7
CC(NC(=O)Cn1c(=O)[nH]c2ccsc2c1=O)C12CC3CC(CC(C3)C1)C2 (stereo unspecified) | . | . | i | 6.2% | 5.3% | 0.182 | 0.378 | 0.34 | 0.283 | 7.8 | 22.2 | i | 28.8 | 0 | 962 | 2.8 | 0.8 | 8.8
Cc1n[nH]c(C)c1S(=O)(=O)N1CCCC(C(=O)NC2CCCc3ccccc32)C1 (stereo unspecified) | . | . | i | 17.0% | 9.0% | -1.13 | -0.151 | -0.459 | 0.902 | 0.7 | 2.2 | i | 7.5 | -0.08 | 825 | 2.8 | 3.7 | 8.6
COc1ccc2nc(-c3ccc(N)cc3)[nH]c2c1 | 0.4 | 983 | i | 11.0% | 7.1% | 0.226 | -0.251 | 0.00485 | 1.11 | 0.7 | 7.4 | i | 2.7 | . | . | 4.3 | 2.4 | 2.1
COc1ccc(N(C(=O)c2ccco2)C(C(=O)NC2CCCCC2)c2cccs2)cc1OC (stereo unspecified) | -0.2 | 1188 | i | 15.8% | -1.5% | 0.378 | -0.23 | 0.127 | -0.146 | -3.2 | -7.0 | i | -0.9 | . | . | 3.0 | 1.2 | 5.6
Cc1cccc(C)c1OCc1n[nH]c(=S)n1N | -2.2 | 1145 | i | 14.4% | 15.0% | -0.95 | -0.148 | -0.62 | -0.0127 | -14.2 | -2.5 | i | 16.3 | -0.28 | 1427 | 1.9 | 2.0 | 7.9
Cc1ccc(NS(=O)(=O)c2ccc(CCC(=O)N3CCOCC3)cc2)cc1 | 0.3 | 1014 | i | -0.7% | -2.7% | -0.299 | -0.237 | -0.0619 | -0.5 | -11.1 | -19.2 | i | 5.4 | -0.05 | 1046 | 3.5 | 1.9 | 1.1
Cc1[nH]c2ccc(OCc3ccccc3)cc2c1CCN1C(=O)OC(C)(C)C1(C)O (stereo unspecified) | . | . | i | 2.5% | 5.6% | -0.728 | -0.235 | -0.161 | 0.737 | 6.0 | 8.2 | i | 15.2 | 0.58 | 1053 | 3.3 | 4.4 | 9.3
Cc1cc(C)n2nc(SCc3cc(=O)oc4cc(O)ccc34)nc2n1 | -1.2 | 1187 | i | 3.9% | -0.4% | 0.914 | 0.207 | 0.93 | -1.6 | -1.0 | 11.1 | i | 0.7 | -0.44 | 1062 | 1.3 | 1.4 | 2.6
Cc1cccn2c(=O)c3cc(C#N)c(=O)n(Cc4cccnc4)c3nc12 | -3.6 | 851 | . | -4.3% | -11.2% | . | . | . | . | . | . | . | . | 0.12 | 996 | . | . | .
Cc1nc(-c2cccc3ccccc23)ccc1C(=O)O | . | . | i | -7.0% | -16.7% | -0.173 | -0.275 | -0.307 | 0.255 | -10.9 | 16.2 | i | -0.7 | 0.35 | 1276 | 2.4 | 3.5 | 3.8
C=CCNC(=O)c1ccccc1NC(=O)Nc1ccccc1 | . | . | i | 1.7% | 7.0% | -0.895 | 0.0386 | -0.194 | -0.218 | -4.2 | 6.0 | i | -4.2 | 0.18 | 1277 | 2.2 | 1.8 | 5.2
CCOc1cc(NC(=S)NC)c(OCC)cc1NC(=O)c1cccs1 | 0.8 | 1257 | i | . | . | 0.269 | -0.107 | 0.764 | -0.957 | . | . | . | . | -0.71 | 1031 | . | . | .
CN1C(=O)CC(C(=O)O)SC1=Nc1ccc(F)cc1 (stereo unspecified) | -2.2 | 1165 | i | -4.1% | -2.3% | 3.31 | -0.129 | 1.74 | -2.5 | -12.4 | -2.0 | i | 1.7 | 0.66 | 1308 | 5.4 | 1.4 | 4.3
